mcGAS lum = mouse cGAS inhibition by luminescence | Q8C6L5 | recombinant cGAS, Kinase-Glo ATP depletion luminescence | inhibition, % at 12.5 µM | 0.15% of 160,000 active | AID 1259399;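 also: 0% = negative control wells and 100% = reference inhibitor with no enzyme activity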
hcGAS lum = human cGAS inhibition | recombinant h-cGAS, ATP depletion, Kinase-Glo luminescence | AID 1259398 | inhibition, % at 12.5 µM | 0.081% of 290,000 active;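 also: 0% = vehicle reaction and 100% = reaction without DNA for no activity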
Target sequence (Q8N884 whole entry, looked up): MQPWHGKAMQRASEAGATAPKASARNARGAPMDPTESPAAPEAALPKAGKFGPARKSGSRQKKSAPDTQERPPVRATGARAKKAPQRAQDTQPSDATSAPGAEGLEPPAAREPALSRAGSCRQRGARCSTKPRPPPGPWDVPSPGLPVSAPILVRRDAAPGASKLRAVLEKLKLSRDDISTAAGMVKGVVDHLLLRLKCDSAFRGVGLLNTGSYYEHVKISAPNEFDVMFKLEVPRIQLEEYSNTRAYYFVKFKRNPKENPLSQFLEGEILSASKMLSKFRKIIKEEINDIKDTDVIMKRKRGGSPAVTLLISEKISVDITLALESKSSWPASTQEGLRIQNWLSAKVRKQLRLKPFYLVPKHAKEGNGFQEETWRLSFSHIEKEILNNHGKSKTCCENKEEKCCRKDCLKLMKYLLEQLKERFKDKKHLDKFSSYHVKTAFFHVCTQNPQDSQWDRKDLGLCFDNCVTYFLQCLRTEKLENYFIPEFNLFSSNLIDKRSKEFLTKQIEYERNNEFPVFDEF
NPYLR7 ag = activates Aedes aegypti NPYLR7 receptor; HEK293T NPYLR7/Galpha15, GCaMP6s calcium fluorescence; activation, % at 10 µM; 0.15% of 270,000 active; AID 1259423; in the data active = activation above about 40%;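 also: 0% = vehicle and 100% = reference agonist at the receptor; some compounds past the cut are filed as inactive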
Starred values were filed as active, the others as inactive; · = not tested or not shown. Rule as the data show it, unless noted: active = inhibition above about 40%; inactive = the rest.

Molecule | mcGAS lum | hcGAS lum | NPYLR7 ag
Cc1ccc(C)c(N(CC(=O)NC(N)=O)C(C)C)c1 | -17 | -5 | 17
CCOc1ccc(C=C2SC(=O)N(CCNC(=O)c3cccnc3)C2=O)cc1OC | -3 | 0 | -1
COc1ccccc1CN1CN(S(=O)(=O)c2ccc(C)cc2)c2nc3ccccc3nc21 | -9 | -3 | -4
Cc1cc(C)nc(N/N=C\c2cc3c(cc2Br)OCO3)n1 | -6 | -10 | -6
CCOC(=O)C1CCN(CC(=O)N2N=C(c3ccc(OC)cc3)CC2c2ccccc2Cl)CC1 (stereo not given) | -2 | -4 | 14
Cc1ccc2c(c1)N(Cc1ccccc1F)C(=O)C(C)O2 (stereo not given) | -3 | -2 | 2
COc1ccc(NC(=O)Cn2nc([N+](=O)[O-])c(Cl)c2C)cc1OC | -5 | -6 | 2
CC(=O)Nc1ccc(N=Nc2c(-c3ccc([N+](=O)[O-])cc3)[nH]n(-c3ccccc3)c2=O)cc1 | 0 | -4 | -9
CC(C)c1ccc(-c2nnc(NC(=O)C3CCN(C(=O)N4CCCC4)CC3)s2)cc1 | -17 | -4 | 2
CN(Cc1n[nH]c2c1CCCCC2)C1CCCNC1 (stereo not given) | · | 1 | 3
C=CCn1c(=O)c(C(=O)Nc2ccc(OC)cc2)c(O)c2ccccc21 | -6 | -4 | 6
C=CC[C@@H]1CC=C[C@@H](c2ccccc2)N1C(=O)CSc1ccncc1 | -12 | -7 | 15
O=C(CCc1ccc2c(c1)OCO2)N1CCC2(CCCN(CC3CC3)C2=O)C1 (stereo not given) | · | -8 | 7
COc1ccc2oc(=O)c(-c3nnc(-c4cccc(Cl)c4)o3)cc2c1 | -3 | -1 | 3
Cc1nc2n(n1)C(=O)C(C(c1ccccc1F)N1CCN(c3ccc(F)cc3)CC1)S2 (stereo not given) | -3 | 0 | -8
Cc1[nH]cnc1CN(C)C1CCCc2ccccc21 (stereo not given) | · | -3 | 1
Nc1nc(N2CCOCC2)[nH]c(=O)c1C(=S)Nc1ccc(Cl)cc1 | -5 | -4 | 3
Cc1nc(CNC(=O)c2cccc(-c3cn[nH]c3)c2)cs1 | · | -4 | 5
Cc1ccc(C(=O)NCCc2nnc3ccc(SCC(=O)Nc4cccc(C)c4)nn23)cc1 | 3 | 8 | -21
Cc1ccc2c(c1)NC(=O)c1cc(NC(=O)C3CCCC3)ccc1O2 | · | -4 | 6
CC1=C(C(=O)Nc2ccccc2F)C(c2ccccc2F)N(C)C(=O)N1C (stereo not given) | -3 | 2 | -1
O=S(=O)(c1ccc(F)cc1)N1CCN(c2nc(-c3cccs3)nc3cc(Cl)ccc23)CC1 | -5 | -2 | 0
Cc1ccc(NC(C)c2c(F)cccc2F)cc1C(N)=O (stereo not given) | · | -7 | 13
CC1(C(=O)Nc2ccccc2)CCN1C(=O)C1(c2ccc(Cl)cc2)CC1 (stereo not given) | -3 | -7 | 9
Cc1nc(NC(=O)c2cccc(CN3[C@@H]4CC[C@H]3CC(O)C4)c2)nn1C(C)C (stereo not given in full) | -10 | -7 | 0
CCCN1C(=O)C(c2c(-c3ccccc3)[nH]n(-c3ccc(OC)cc3)c2=O)=C(N2CCOCC2)C1=O | -10 | -9 | 3
Cc1ccc(NC(=O)c2cc(-c3ccc([N+](=O)[O-])cc3)nn2-c2ccccc2Cl)cc1C | -3 | -1 | 20
Cc1ccc(C(=O)CSc2nnc(NC(=O)c3ccccc3Br)s2)cc1 | 1 | 3 | 0
CCC(=O)Nc1c(-c2cc(=O)oc3ccc(CC)cc23)oc2ccccc12 | -7 | 0 | -2
COCCNC(=O)C(NC(=O)c1cccc(C)c1)C1CCN(C(=O)c2cccc(F)c2)CC1 (stereo not given) | -7 | -5 | 14
Cc1csc(CN(C)C(=O)NCCNC(=O)CC2CCCC2)n1 | · | -8 | 9
Cc1ccc(CN(C(=O)Nc2ccc(N3CCCC3)nc2)C2CC2)o1 | · | -6 | -3
COC(=O)c1cccc2c(N=O)c(O)[nH]c12 | · | 4 | -3
CC/C=C(/C)C(=O)Nc1ccc(NC(C)=O)cc1C(=O)O | -15 | -5 | 3
COc1ccccc1CC(=O)Nc1nc([C@H]2C[C@H](O)[C@@H](CO)O2)cs1 | -4 | -6 | 14
CC(C)C(NC(N)=O)C(=O)O (stereo not given) | -3 | -3 | -2
O=C(Nc1ccc(F)cc1)c1ccc(CSc2nnc(-c3ccncc3)n2-c2ccccc2F)cc1 | -8 | -1 | 27
COc1ccc2[nH]c3c(c2c1)CCN(C(=O)c1cc(Cl)sc1Cl)C3c1ccc(COC(C)=O)o1 (stereo not given) | -6 | -14 | 2
CCn1nccc1C(=O)N1CCC2(CC1)CC(N1CCN(CC(C)C)CC1)CCO2 (stereo not given) | -5 | -14 | ·
CCc1cc(N2CCN(C(=O)CC(C)(C)C)CC2)n2ncnc2n1 | -9 | -7 | 2
COc1cc(Cl)c(NCc2c(C)cc(C)c(C(C)=O)c2C)cc1OC | · | -11 | -5
O=C(c1ncc[nH]1)N1CCc2c(ncnc2N2CCOCC2)C1 | · | -7 | 3
O=C1c2ccccc2NC2(CCN(Cc3ccc(F)c(F)c3)CC2)N1CCO | · | -8 | 0
Cn1nc(CO)c2c1CCNC2 | -7 | -3 | -7
O=C(CCCc1nc(-c2ccco2)no1)N1CC2C[C@@H]3CC1C[C@H](C2)C3 | -12 | -6 | -4
Cc1nn(C)c(C)c1CN(C(=O)c1cn(C/C=C/c2ccccc2)nn1)C(C)C | -9 | -4 | ·
Cc1cccn2c(=O)cc(CN(C)Cc3ccc(Cl)s3)nc12 | -5 | -4 | 0
Cc1ccccc1C(=O)Nc1cccc(-c2nc3ncccc3o2)c1C | -12 | -10 | ·
CC(=O)OC1(CN2CCN(CCc3ccccc3)CC2)CCN(C(C)=O)CC1 | · | -11 | 14
CCOc1ccc(-n2c(CSc3ncccn3)nnc2SC(C)CC)cc1 (stereo not given) | · | -9 | -6
Cc1ccc(NC(=O)CSCc2cc(C)no2)cc1 | · | 1 | -13
C=CCNC(=O)C(NC(=O)c1cccc(OC)c1)C1CCN(C(=O)c2ccccc2OC)CC1 (stereo not given) | -5 | -6 | 9
CS(=O)(=O)N(c1ccccc1)C1CSC1 | -5 | -3 | -1
Cc1ccc(C=C(C#N)S(=O)(=O)c2ccc(Br)cc2)o1 | · | -6 | 5
CCOC(=O)c1c(N)c(C(=O)c2ccc(C(C)C)cc2)n2ccccc12 | -8 | -11 | -3
CCc1nc(C)c(C(=O)N2CCCC(c3nc(-c4ccccc4)no3)C2)o1 (stereo not given) | · | 1 | -9
NC(=O)NCCc1cccs1 | -6 | -2 | 16
c1ccc2oc(N(CC3CCCO3)CC3CCCO3)nc2c1 (stereo not given) | · | -6 | 5
Cn1cccc1CN(Cc1ccc(F)cc1)CC(O)COCc1ccco1 (stereo not given) | 1 | -2 | -6
CCN(CC)C(=O)c1cc(NC(=O)Nc2cccc(Cl)c2Cl)ccc1N1CCN(c2ccccc2OC)CC1 | -5 | -4 | -3

17 consecutive entries out of the list so far:
Molecule | mcGAS lum | hcGAS lum | NPYLR7 ag
O=C(c1ncc[nH]1)N1CCc2c(ncnc2N2CCOCC2)C1 | · | -7 | 3
O=C1c2ccccc2NC2(CCN(Cc3ccc(F)c(F)c3)CC2)N1CCO | · | -8 | 0
Cn1nc(CO)c2c1CCNC2 | -7 | -3 | -7
O=C(CCCc1nc(-c2ccco2)no1)N1CC2C[C@@H]3CC1C[C@H](C2)C3 | -12 | -6 | -4
Cc1nn(C)c(C)c1CN(C(=O)c1cn(C/C=C/c2ccccc2)nn1)C(C)C | -9 | -4 | ·
Cc1cccn2c(=O)cc(CN(C)Cc3ccc(Cl)s3)nc12 | -5 | -4 | 0
Cc1ccccc1C(=O)Nc1cccc(-c2nc3ncccc3o2)c1C | -12 | -10 | ·
CC(=O)OC1(CN2CCN(CCc3ccccc3)CC2)CCN(C(C)=O)CC1 | · | -11 | 14
CCOc1ccc(-n2c(CSc3ncccn3)nnc2SC(C)CC)cc1 (stereo not given) | · | -9 | -6
Cc1ccc(NC(=O)CSCc2cc(C)no2)cc1 | · | 1 | -13
C=CCNC(=O)C(NC(=O)c1cccc(OC)c1)C1CCN(C(=O)c2ccccc2OC)CC1 (stereo not given) | -5 | -6 | 9
CS(=O)(=O)N(c1ccccc1)C1CSC1 | -5 | -3 | -1
Cc1ccc(C=C(C#N)S(=O)(=O)c2ccc(Br)cc2)o1 | · | -6 | 5
CCOC(=O)c1c(N)c(C(=O)c2ccc(C(C)C)cc2)n2ccccc12 | -8 | -11 | -3
CCc1nc(C)c(C(=O)N2CCCC(c3nc(-c4ccccc4)no3)C2)o1 (stereo not given) | · | 1 | -9
NC(=O)NCCc1cccs1 | -6 | -2 | 16
c1ccc2oc(N(CC3CCCO3)CC3CCCO3)nc2c1 (stereo not given) | · | -6 | 5

Further entries:
Molecule | mcGAS lum | hcGAS lum | NPYLR7 ag
CS(=O)(=O)NCC1CCN(Cc2cccc(-n3cccn3)c2)C1 (stereo not given) | -12 | -6 | 4
COc1cccc(-c2[nH]ncc2C(=O)NC2CCC(n3cnnc3)CC2)c1 (stereo not given) | -11 | -4 | 0
Cc1ccc(C(=O)Nc2cc(C)nn2-c2nc3c(c(=O)[nH]2)CCC3)cc1 | 0 | 1 | -3
CCN(CC(=O)NC(C)(C)C)C(=O)c1csc(COC)n1 | · | -14 | 0
O=C(Cc1ccon1)Nc1ccc(Br)cc1C(F)(F)F | · | -8 | 6
COc1cc(OC)cc(C(=O)NC2CCN(c3ccccc3C(=O)NC(C)c3ccccc3)CC2)c1 (stereo not given) | -5 | -4 | 1
O=C1NCCN2CCN(C(=O)C3(c4ccccc4F)CC3)CC12 (stereo not given) | · | -6 | 4
O=S(=O)(NCc1cccs1)c1cccc(S(=O)(=O)c2ccc(Br)cc2)c1 | · | -9 | 2
COCCn1c(SCC(=O)Nc2nnc(C)s2)nc2c([nH]c3ccccc32)c1=O | -7 | 1 | 10
O=C(Nc1ccnn1C1CCN(C(=O)c2cccnc2)CC1)c1ccc2c(c1)OCO2 | · | -3 | 0
CCOC(=O)c1c(C)c(C(=O)CN(Cc2ccco2)S(=O)(=O)c2cc(Cl)ccc2Cl)c(C)n1CC | -4 | -5 | -13
COC(=O)CCn1cc(C2CC(=O)Nc3cc4c(cc32)oc(=O)n4C)cn1 (stereo not given) | · | 9 | 7
COc1ccc2c(c1)CN(C1CC1)C(=O)CCN2CC(O)CC(F)(F)F (stereo not given) | -5 | 3 | 17
COCC(=O)N1CCN(c2nc(C)nc(C)c2Cc2cccc(C)c2)CC1 | -6 | -9 | 33
CCOC(=O)C1(Cc2cccc(OC)c2)CCCN(C(=O)c2cccnc2OC)C1 (stereo not given) | · | -3 | 5
COc1ccc(-c2cc(C(F)(F)F)n3nc(C(=O)N4CCOCC4)c(Br)c3n2)cc1 | -7 | -2 | -3
CSc1ccc(CN2CCCC(N3CCN(c4ccccc4C)CC3)C2)cc1 (stereo not given) | · | -9 | 2
CC(C)COc1nc(-c2ccc(C(F)(F)F)cc2)n(-c2ccc(NC(=O)COc3ccccc3)cc2)n1 | -3 | -7 | 0
O=C(C1CCCN(CC(O)c2ccccc2F)C1)N1CCOCC1 (stereo not given) | -9 | -10 | 6
CCOc1cccc(C=C(C#N)c2ccccn2)c1OC(F)F | · | 6 | 17
CC(=O)N1CCc2c(sc(NC(=O)c3ccccc3C)c2-c2nc3ccccc3s2)C1 | · | -3 | -1
Cc1cccc(C(=O)Oc2coc(CSc3nccn3C)cc2=O)c1 | -4 | -6 | -8
Cc1cc(CN2CCN(c3ccccc3O)CC2)on1 | -3 | 3 | -2
CN1CC=C2C(C#N)C(=N)C(C#N)(C#N)C(c3ccccc3)C2C1 (stereo not given) | -3 | -4 | 9
C=CCN(Cc1ccc(F)cc1)C(=O)c1cnn2c1CCCC2 | -17 | -6 | -2
CCOC(=O)C1CCCN(CC(=O)N2N=C(c3ccccc3Cl)CC2c2ccc3c(c2)OCO3)C1 (stereo not given) | -4 | -4 | -2
COCCN(Cc1cccc(OS(=O)(=O)c2ccc(F)cc2)c1)C(=O)Nc1cccc(Br)c1 | -6 | -12 | ·
COCCCN(Cc1c(-c2ccccc2)noc1N1CCCCC1C)CC(O)COCc1ccco1 (stereo not given) | -7 | -6 | ·
CCOc1ccc(S(=O)(=O)Nc2ccc(Br)cc2O)cc1 | · | -12 | -5
CCOC(=O)c1ccc(N=c2scc(-c3ccc4c(c3)CCC(=O)N4)n2CC2COc3ccccc3O2)cc1 (stereo not given) | -4 | -3 | -3
Cc1cc(OC(=O)c2cc3ccccc3o2)c([N+](=O)[O-])c(=O)[nH]1 | -7 | -4 | -3
